# Eya2 phos inh: blocks the phosphatase activity of human Eya2. Potency, µM (top dose mostly 76.9 µM), inactives show at the top dose activity, negative = inhibition, hits mostly inhibitors. AID 488837. O00167. actives 0.006% (n = 330,000). recombinant Eya2, OMFP fluorescence dephosphorylation (OMFP is methylfluorescein phosphate); note: potency is the fitted concentration of half-maximal effect; % is set by controls: 0 for no effect and ±100 for the full control effect
#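 Eya2 (0.2 uM) preincubated 10 min at ambient with compound, then OMFP substrate added at 50 uM; 10 min reaction in 50 mM HEPES pH 7.5, 50 mM NaCl, 5 uM MgCl2, 0.05% BSA, 1 mM DTT. Fluorescence read at Ex 485/Em 525 nm.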
# PKM2 activator: increases activity of human pyruvate kinase M2; P14618; purified PKM2, Kinase-Glo ATP luminescence, activation; response scale: 0% is enzyme alone, no compound; Potency, µM (highest dose often 57.5 µM), inactives show at the highest dose activation, usual class: activators; actives 0.34% (n = 260,000); note: potency is the fitted concentration of half-maximal effect; % is set by controls: 0 for no effect and ±100 for the full control effect; nearly all actives have a fitted effect of over 55% in size
#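 Purified hPK-M2 (>95%) run at intermediate activity with 0.1 mM ADP and 0.5 mM PEP in 50 mM imidazole pH 7.2, KCl, MgCl2; 1 h room temperature. ATP formed read by Kinase-Glo luminescence; normalized to uninhibited and no-enzyme controls.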
# USP2a block: blocks human ubiquitin-specific protease USP2a; Potency, µM (highest dose often 38.3 µM), for inactives: at the highest dose activity change, negative = inhibition, usual class: inhibitors; USP2 core, Ub-CHOP2 coupled fluorogenic reporter, 485/531; actives 0.01% (n = 330,000);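 note: potency is the fitted concentration of half-maximal effect; plate controls were DMSO wells for no effect and full inhibition by NEM control for full effect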
#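 USP2 core (10nM final) preincubated 30min RT with compound in 20mM Tris-HCl pH 8.0, 2mM CaCl2, 2mM beta-mercaptoethanol, 0.05% CHAPS; 25nM Ub-CHOP2 plus 25nM reporter substrate added, fluorescence (Ex485/Em531) read after 60min.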
# Chronic BCR inh: blocks chronic active B-cell receptor signaling; ABC-DLBCL IkBa-CBG/CBR reporter, luminescence ratio, 4 h; Potency, µM (highest dose often 46.1 µM), without a hit: top-dose ratio change, negative = lower green/red ratio, hits mostly inhibitors; actives 0.05% (n = 340,000); AID 493014; active = well fitted inhibition curve with a large enough effect in the signal ratio, with a control signal flat, not every such curve was filed as active; inconclusive = small, poorly fitted or top-dose-only effect, or effect the other way, or a change in a side signal; the % refers to the signal ratio;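 note: potency is the fitted concentration of half-maximal effect; plate controls were basal doxycycline-induced cells for no effect and cells given 10 µM MG132 for full effect; MG132 reads +100%, hits lower the ratio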
#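 TMD8 human ABC-DLBCL cells with doxycycline-inducible IκBα–green luciferase fusion and unfused red luciferase, in 0.5% FBS medium; compounds up to 46 uM, 4 h at 37C. Green/red luminescence ratio, filter-overlap corrected, fitted to concentration-response curves.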
# Menin-MLL TR inh: displaces Texas Red mutant MLL peptide from human menin; O00255; Menin + Texas Red MLL mutant peptide, fluorescence polarization; Potency, µM (titrated, usually from 61.6 µM), without a hit: top-dose FP activity change, negative = inhibition, most hits filed as inhibitors; actives 0.23% (n = 270,000); active = well fitted inhibition curve with a large enough effect in the polarisation, with a control signal flat, not every such curve was filed as active; inconclusive = small, poorly fitted or top-dose-only effect, or effect the other way, or a change in a side signal; inactive = no such curve, though single readings can be large or run the other way; the % refers to the polarisation; note: potency is the fitted concentration of half-maximal effect; % of control where 0% means no effect; many of its hits are not listed in these tables
# MBNL1 CUG block: inhibitors of human MBNL1 binding to CUG repeat RNA. actives 0.036% (n = 280,000). Potency, µM (series often up to 57.5 µM), for the others: top-dose activity change, negative = inhibition, hits mostly inhibitors. AID 2675. Q9NR56. TR-FRET MBNL1-His/biotin-(CUG)12 binding, 665/545 ratio; active = well fitted inhibition curve with a large enough effect in the signal ratio, with a control signal flat, not every such curve was filed as active; inconclusive = small, poorly fitted or top-dose-only effect, or effect the other way, or a change in a side signal; inactive = no such curve, though single readings can be large or run the other way; the % refers to the signal ratio; note: potency is the fitted concentration of half-maximal effect; % is set by controls: 0 for no effect and ±100 for the full control effect
#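 TR-FRET between His-tagged MBNL1 and biotin-(CUG)12 RNA, detected with Tb anti-His antibody (0.055 ng/ul) and streptavidin-XL665 (5 nM), 60 min at room temperature. Compounds titrated 92 nM to 58 uM; 665/545 nm ratio normalized to buffer and complex controls.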
# S-ASM inh: inhibitors of human secretory acid sphingomyelinase; AID 504937; actives 0.006% (n = 340,000); Potency, µM (doses to about 57.5 µM), inactives show at the highest dose activity change, negative = inhibition, hits mostly inhibitors; placental ASM, HMU-PC fluorogenic substrate, 60 min; note: potency is the fitted concentration of half-maximal effect
#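 Human placenta-derived ASM preincubated with compound 10 min at room temperature, then reacted with 9 uM (final) fluorogenic HMU-PC substrate for 60 min at 37 C. Stop solution raises pH to 10; fluorescence read at Ex 386/Em 447 nm.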
# GALK inh: blocks human galactokinase activity | Purified GALK, Kinase-Glo residual ATP luminescence | Potency, µM (highest dose often 57.5 µM), for inactives: top-dose activity change, negative = inhibition, most hits filed as inhibitors | actives 0.007% (n = 270,000); note: potency is the fitted concentration of half-maximal effect; % is set by controls: 0 for no effect and ±100 for the full control effect
#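 Quantitative HTS: GALK 5 nM, ATP 35 uM, galactose 100 uM, 1 h room temperature, then luciferase-based ATP detection.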
# TSHR antag: blocks TSH signaling through the human TSH receptor | P16473 | TSHR-expressing cells, TSH-stimulated cAMP HTRF, 2 h; active compounds read low | activity change, negative = inhibition, % at 11.5 µM | actives 0.2% (n = 330,000);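 active = activity change below a set negative limit, meaning inhibition stronger than a set level, cut at about -70% in these data; inconclusive = activity change between two set negative limits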; note: % is set by controls: 0 for no effect and ±100 for the full control effect
#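 TSHR-expressing cells were treated with compounds, then stimulated with TSH at EC80 (4nM final) for 2 hours at 37 deg C. Cellular cAMP was measured by HTRF competition between lysate cAMP and cAMP-d2 for a cryptate-labelled anti-cAMP antibody.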
# Mito fusion yeast: blocks mitochondrial division or promotes mitochondrial fusion; S. cerevisiae fusion-defective mutant growth rescue, CellTiterGlo 48 h; Potency, µM (highest dose often 46.1 µM), for inactives: top-dose growth rescue (activation), usual class: activators; actives 0.23% (n = 320,000); AID 485298;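 note: potency is the fitted concentration of half-maximal effect; % of control where 0% means no effect; nearly all actives have a fitted effect of over 45% in size; temperature-sensitive fusion mutants such as fzo1-1 at 37 °C on non-fermentable ethanol glycerol medium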
#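 Temperature-sensitive fusion-defective S. cerevisiae (e.g. fzo1-1, mgm1-5) were grown with compound in YPEG medium (3% ethanol, 3% glycerol) for 48 hours at 37C. Growth rescue was measured as viability by CellTiterGlo luminescence after 10 minutes at ambient.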
# KCNH2 WT inh: inhibitors of human wildtype KCNH2 potassium channel. activity change, % at 1.84 µM. U2OS, BacMam KCNH2, thallium flux FluxOr; active compounds read low. actives 0.37% (n = 340,000). AID 720551;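 active = maximum activity change below -70%; inconclusive = maximum activity change between -70% and -50%; inactive = maximum activity change above -50%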; note: % is set by controls: 0 for no effect and ±100 for the full control effect
# Target sequence (Q12809 whole entry, looked up): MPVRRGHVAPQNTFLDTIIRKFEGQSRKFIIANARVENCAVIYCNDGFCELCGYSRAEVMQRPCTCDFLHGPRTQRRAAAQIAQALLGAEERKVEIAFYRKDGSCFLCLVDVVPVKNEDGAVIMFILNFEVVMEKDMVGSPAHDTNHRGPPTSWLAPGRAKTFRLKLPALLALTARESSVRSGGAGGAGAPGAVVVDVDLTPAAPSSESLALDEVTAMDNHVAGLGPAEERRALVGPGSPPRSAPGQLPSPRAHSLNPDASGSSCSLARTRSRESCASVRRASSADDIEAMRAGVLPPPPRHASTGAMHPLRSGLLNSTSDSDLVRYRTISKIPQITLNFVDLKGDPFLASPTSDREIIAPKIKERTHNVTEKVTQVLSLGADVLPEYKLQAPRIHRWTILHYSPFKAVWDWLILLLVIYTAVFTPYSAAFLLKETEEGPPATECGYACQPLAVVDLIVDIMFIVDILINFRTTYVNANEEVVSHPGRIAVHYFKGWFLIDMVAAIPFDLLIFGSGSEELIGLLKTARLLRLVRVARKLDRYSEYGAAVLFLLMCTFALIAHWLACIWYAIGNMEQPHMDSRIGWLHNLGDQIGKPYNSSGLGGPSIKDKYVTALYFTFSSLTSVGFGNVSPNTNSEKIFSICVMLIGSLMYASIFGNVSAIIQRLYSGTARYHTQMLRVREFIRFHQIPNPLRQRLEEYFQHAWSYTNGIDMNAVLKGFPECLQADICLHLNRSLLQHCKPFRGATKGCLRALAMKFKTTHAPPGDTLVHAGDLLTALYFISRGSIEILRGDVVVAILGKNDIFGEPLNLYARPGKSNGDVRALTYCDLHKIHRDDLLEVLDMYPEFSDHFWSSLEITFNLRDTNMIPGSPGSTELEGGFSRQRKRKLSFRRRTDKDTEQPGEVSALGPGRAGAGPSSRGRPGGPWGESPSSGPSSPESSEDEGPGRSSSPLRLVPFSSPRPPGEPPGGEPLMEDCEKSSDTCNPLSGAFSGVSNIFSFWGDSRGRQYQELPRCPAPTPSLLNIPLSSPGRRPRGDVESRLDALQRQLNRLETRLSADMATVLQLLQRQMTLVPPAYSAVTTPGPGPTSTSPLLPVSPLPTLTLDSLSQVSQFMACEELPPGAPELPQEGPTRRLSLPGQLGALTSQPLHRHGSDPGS
#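 U2OS cells transduced with wild-type KCNH2 virus are loaded with FluxOr dye for 45 min, and thallium flux is measured in kinetic reads before and after stimulation buffer. Rate constants are normalized to DMSO controls.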
# An asterisk follows results filed as active; ? = inconclusive; nt = no result given; & = joins results of further samples; [ ] = dose if it differs, or a comment. Unless noted, calls come from the whole dose curve; as a rule, active = well fitted curve in the direction sought with a large enough effect; inconclusive = small, poorly fitted or top-dose-only effect, or another doubt; inactive = no such curve, though single readings can be large; an effect the other way counts as inactive or inconclusive. Only part of the results is shown (hit frequency here may not be typical).
Structure	Eya2 phos inh	PKM2 activator	USP2a block	Chronic BCR inh	Menin-MLL TR inh	MBNL1 CUG block	S-ASM inh	GALK inh	TSHR antag	Mito fusion yeast	KCNH2 WT inh
COc1ccc(Nc2cc(O)c3ncccc3c2)cc1	0%	nt	3%	?	nt	nt	nt	nt	-6	?	nt
O=C(Cc1ccccc1)Nc1nnc(-c2cccs2)s1	2%	2%	1%	?	-5%	16%	16%	-7%	6	-9%	6
O=C(CN1CCC(c2nc3ccccc3[nH]2)CC1)Nc1ccc2c(c1)OCO2	-9%	4%	2%	18%	-7%	-12%	-2%	-4%	-2	-2%	78
Cc1ccc(C(=O)N/N=C2\SCC(=O)N2c2cc(C)ccc2C)cc1	0%	-18%	-1%	-2%	15%	?	-2%	-1%	12	3%	-16
COc1ccc(CC(NC(C)=O)C(=O)NC2CCN(C(=O)Nc3ccc(Cl)cc3)CC2)cc1OC (stereo not drawn)	2%	8%	0%	?	3%	-8%	-2%	0%	17	-1%	-4
COc1ccccc1C1c2[nH]c3ccccc3c2CCN1Cc1cnc(C)s1 (stereo not drawn)	?	0%	1%	-5%	18%	8%	69%[activator]	3%	2	2%	-2
O=C(NCc1ccc(F)cc1)C1(c2cccs2)CCOCC1	-9%	-6%	2%	16%&-3%	19%	-1%	nt	-2%	13	-1%	-2
COc1ccc(C(=O)NCCCOC(=O)c2ccc(OC)cc2)cc1	6%	0%	3%	-2%	-2%	-4%	-3%	5%	-8	1%	-2
COCCn1c(N)c(N(Cc2ccccc2)C(=O)CN2C(=O)NC(C)(c3ccccc3)C2=O)c(=O)[nH]c1=O (stereo not drawn)	0%	-7%	0%	-2%	nt	-5%	4%	-8%	6	-6%	-1
CC1CCC2(CC1)Nc1ccccc1C(=O)N2c1ccccc1 (stereo not drawn)	-2%	11%	2%	5%	6%	-4%	66%[activator]	0%	-1	0%	1
COc1ccccc1N1C(=O)CC(Sc2nccc(C)n2)C1=O (stereo not drawn)	-28%	-5%	3%	-18%	-25%	4%	3%	0%	6	-6%	2
CC(C)Sc1nc2ccccc2n1CC(N)=O	12%	-1%	0%	4%	-3%	8%	5%	10%	-7	0%	-3
CSc1ccc(C(=S)N2CCCCCC2)cc1	7%	-11%	-1%	0%	?	1%	-4%	1%	7	-7%	-2
Cc1nc(SCC(=O)NCc2ccco2)c2c(C)c(C)sc2n1	-7%	16%	1%	?	-2%	2%	0%	-6%	-4	-9%	1
Cc1nn(CCCC(=O)NCc2ccccc2)c(=O)c2nn(-c3ccccc3)c(C)c12	-7%	nt	5%	-7%	nt	-5%	3%	0%	4	-1%	-10
CCN(CC)C(=S)Oc1ccc(Cl)cc1Cl	5%	-1%	-1%	-12%	nt	nt	0%	-1%	0	-4%	8
Cc1ccc(C2CC2C(=O)NN)cc1 (stereo not drawn)	2%	6%	-2%	1%	-2%	2%	-4%	0%	8	0%	6
Cc1ccc(/C=[N+](/[O-])C2SC(=S)N(C)C2(C)C)cc1 (stereo not drawn)	-7%	6%	1%	?	0%	5%	2%	-2%	-3	-3%	-10
COc1ccc(OCc2cc(C(=O)NC(C)Cn3cncn3)no2)c(Cl)c1 (stereo not drawn)	14%	-1%	-4%	-3%	nt	-3%	-3%	-3%	3	-1%	-4
COc1ccc(N(CC(=O)Nc2ccc3c(c2)OCCO3)S(=O)(=O)c2c(C)nn(C)c2C)cc1	18%	2%	-3%	?	1%[11.7 µM]	-6%	2%	3%	-3	-2%	-3
Cc1nc2ccccc2n1C(=O)c1cc(-c2ccc(Br)cc2)nc2ccccc12	-1%	-6%	2%	?	24%	14%	6%	7%	-10	6%	3
COC(=O)C(C)Sc1nc2c(cnn2-c2ccccc2)c(=O)[nH]1 (stereo not drawn)	-34%	3%	0%	13%	-2%[11.7 µM]	-15%	-1%	1%	-5	5%	12
c1ccc(-n2ncc3c(N4CCN(c5ccccn5)CC4)nc(N4CCOCC4)nc32)cc1	1%	1%	-1%	-4%	-2%	-10%	nt	0%	-2	1%	nt
Cc1ccc(C)c(-n2c(-c3ccc(Br)cc3)csc2=NC(=O)c2ccccc2F)c1	-16%	7%	0%	10%	?	?	-7%	12%	-13	-31%	0
Cc1ccc(-c2csc3ncnc(OCC(=O)NC(=O)NCc4ccco4)c23)cc1	-8%	-4%	-12%	?	15%	13%	-14%	1%	5	-2%	-27
Cc1nonc1C1CCCN1Cc1nc(-c2ccc(F)cc2F)oc1C (stereo not drawn)	-9%	-13%	-1%	5%	-3%	0%	-4%	5%	14	3%	-15
O=S(=O)(O/N=C1\CCCc2ccccc21)c1ccccc1	2%	4%	4%	1%	0%	0%	0%	0%	7	-1%	-19
O=C(Nc1ccc(N2CCOCC2)c(Cl)c1)c1cccc(-n2cnnc2)c1	0%	0%	-3%	0%	nt	0%	nt	2%	-10	0%	-21
CC1CCCCN1CC(O)COCc1ccccc1 (stereo not drawn)	9%	nt	0%	2%	-10%	-7%	1%	2%	7	0%	8
Cc1onc(-c2ccccc2)c1C(=O)NC(=S)NNC(=O)c1ccc(O)cc1	0%	-19%	-11%	?	?	?	-26%	0%	24	-1%	7
Cc1cc(OCC(=O)Nc2cccc(S(=O)(=O)N3CCCC3)c2)ccc1Cl	4%	nt	-6%	?	nt	nt	-3%	nt	?	12%	1
c1ccc(C2=NNC(c3ccco3)=Nc3ccccc32)cc1	-6%	9%	3%	-13%	-16%	-3%	-7%	-3%	-10	11%	-9
CCOC(=O)c1sc(NC(=O)CSc2nc3c(c(-c4ccc(OC)cc4)c2C#N)CCCC3)c(C#N)c1C	0%	-5%	8%	3%	-4%	6%	-1%	nt	-4	1%	-3
COc1ccccc1NC(=O)Nn1cnnc1	1%	-3%	3%	1%	5%	-1%	3%	0%	-7	-5%	-11
CCOC(=O)c1[nH]c2ccc(Br)cc2c1NC(=O)CCN1CCC(C(=O)OCC)CC1	9%	7%	-1%	10%	2%	27%	-2%	0%	-5	-1%	18
Cc1ccc(NC(=O)NCC2CCN(Cc3cccc(Cl)c3)CC2)cc1Cl	-5%	3%	-2%	0%	12%	-1%	-4%	-1%	4	-4%	5
CCC(=O)NC(c1cc(Cl)c2cccnc2c1O)C1CC1 (stereo not drawn)	-14%&1%	nt	-2%&0%	-1%&2%	nt	nt	7%	nt	-19&-13	?	nt
CCc1nnc(NC(=O)CC23CC4CC(CC(Br)(C4)C2)C3)s1	-4%	-2%	0%	0%	-25%	-10%	-2%	16%	-5	0%	-3
Nc1cc(N)nc(SCc2ccccc2)n1	-7%	4%	0%	-5%	5%	-2%	9%	1%	0	11%	4
O=S(=O)(c1ccccc1)N1CCC2(CC1)CO2	-2%	-3%	8%	-15%	30%[activator]	-23%	0%	-1%	23	3%	1
O=C1c2cccc(OCc3ccc(F)cc3)c2CCN1Cc1ccc(F)cc1	-7%	4%	2%	?	-8%	2%	-2%	-4%	-44	?	1
CCc1ccc2[nH]c(=O)c(C(c3nnnn3Cc3ccco3)N3CCC(C)CC3)cc2c1 (stereo not drawn)	-4%	0%	6%	2%	-1%	0%	0%	-2%	-12	2%	7
CC(=O)c1ccc(NC(=O)c2ccc(N3CCCC3=O)cc2)cc1	-30%	nt	0%	1%	nt	nt	9%	nt	4	-4%	10
CC1(C)Cc2nc3oc4c(=S)nc[nH]c4c3cc2CO1	-8%	1%	2%	?	5%	?	1%	3%	4	-3%	-9
CCOC(=O)c1c2c([nH]c(=S)c1C#N)CCCC2	?	8%	1%	4%	nt	?	-1%	5%	7	11%	3
